HSF-1 act – increases HSF-1 driven luciferase reporter signal. 1.7% of 300,000 active. AID 504408. NIH3T3-HGL HSF-1 luciferase reporter, MG132, 8 h; 100% = twice DMSO control signal. activation, % at 9 µM;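 active = mean replicate activation of at least 50% with a set share of replicates each reaching 50%; inconclusive = only one of those two conditions met; inactive = mean below 50% and too few replicates reaching it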;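 also: 0% = median of the neutral control wells and 100% = twice that signal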
HSP90 inh – HSP90 refolding inhibition in rabbit reticulocyte lysate; AID 1789; inhibition, % at 5.6 µM; luciferase refolding luminescence, 3 h; 0.91% of 290,000 active;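 active = inhibition above the screen-wide mean plus 3 SD, computed separately per campaign, cut at about 16% in these data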;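 also: 0% = DMSO wells and 100% = 60 µM geldanamycin wells; inhibitors lower the luminescence because luciferase stays unfolded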
HSF1 inh – HSF1 inhibition; AID 2098; activity change, negative = inhibition, % at 7.5 µM (by protocol); NIH3T3-HGL HSE-luciferase, MG132-induced, luminescence 8 h; active compounds read low; 0.77% of 300,000 active;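 active = more than half of replicate wells show activity change below -50%, luminescence cut by over half; inconclusive = some wells, but at most half, below -50%; inactive = no replicate well below -50%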;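 also: luciferase reports HSF-1 transcriptional activity via heat shock element; 0% = median of DMSO wells and -100% = zero luminescence signal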
AI-2 QS modul – Vibrio harveyi AI-2 quorum sensing modulation | 0.4% of 300,000 active | activity change, % at 7.5 µM | Vibrio harveyi JMH597 AI-2 luminescence/OD600 ratio, 9 h; active compounds read low; strain lacks LuxN and CqsS sensors; 0 = neutral-control median | AID 2094; in the data active = activity change below about -75%, passing the limit was not always enough; inconclusive = no clear call, values can overlap the other calls;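 also: luminescence divided by OD600 gain over 9 h not by final OD600 alone; inactives centre near 13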
IEC-6 tox – counter-screen for KLF5 inhibitors: cytotoxicity in IEC-6 cells; AID 1825; inhibition, % at 5 µM; IEC-6 cytotoxicity, luminescence viability; 0.78% of 290,000 active; in the data active = inhibition above about 22%;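 also: 0% = plate median of test compound wells and 100% = cytotoxic reference compound wells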
HDAC3 inh – blocks human histone deacetylase 3; O15379; recombinant HDAC3, fluorogenic peptide/trypsin coupled, fluorescence; inhibition, % at 8.3 µM; 0.15% of 320,000 active; in the data active = inhibition above about 26%, passing the limit was not always enough; inconclusive = no clear call, values can overlap the other calls
Target sequence (O15379 whole entry, looked up): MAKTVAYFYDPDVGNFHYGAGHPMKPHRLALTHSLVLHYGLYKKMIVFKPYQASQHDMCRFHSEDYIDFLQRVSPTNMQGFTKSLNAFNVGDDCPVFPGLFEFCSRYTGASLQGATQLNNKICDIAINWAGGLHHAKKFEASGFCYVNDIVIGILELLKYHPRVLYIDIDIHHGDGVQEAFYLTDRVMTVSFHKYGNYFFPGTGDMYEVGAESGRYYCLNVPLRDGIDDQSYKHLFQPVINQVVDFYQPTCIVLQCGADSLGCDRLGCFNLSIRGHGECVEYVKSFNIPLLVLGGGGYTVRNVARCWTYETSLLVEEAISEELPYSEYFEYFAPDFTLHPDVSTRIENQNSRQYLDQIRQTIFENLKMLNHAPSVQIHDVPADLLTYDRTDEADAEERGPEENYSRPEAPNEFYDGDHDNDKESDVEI
KLF5 inh – suppresses KLF5 promoter-driven expression. AID 1700. DLD-1 KLF5 promoter-luciferase reporter, luminescence. inhibition, % at 5 µM. 0.23% of 290,000 active;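 active = inhibition above a per-plate limit of that plate's mean compound inhibition plus 3 SD, cut at about 60% in these data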;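 also: 0% = DMSO wells and 100% = LY294002 at 200 µM; higher means less KLF5 promoter-driven luciferase light; inactives centre near -14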
aSyn UTR inh – 5' untranslated region of α-synuclein, MLPCN primary screen | alpha-synuclein 5'UTR reporter, inhibitor activity | inhibition, % (tested at 7.5 µM) | 0.82% of 300,000 active; in the data active = inhibition above about 60%; inconclusive = no clear call, values can overlap the other calls;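 also: H4 neuroglioblastoma cells stably carrying SNCA 5'UTR luciferase fusion; 0% = DMSO wells and 100% = positive control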
HIF activator – HIF pathway transcriptional activation; U2OS HRE-luciferase reporter, luminescence; normalized: DMSO 0%, desferrioxamine 100%; activation, % at 7.5 µM (by protocol); 0.32% of 300,000 active; AID 1910;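 active = mean activation of at least 10% of the iron chelator positive control signal, with at least half of replicates also reaching 10%; inconclusive = mean and replicate majority disagree about reaching 10%; inactive = mean and most replicates under 10%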
Platelet DG rel – modulates dense granule release in human platelets. human platelet-rich plasma, SFLLRN dense granule ATP release, luminescence. inhibition, %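 (compounds screened at 7.5 µM in platelet-rich plasma)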. AID 1663. 0.22% of 300,000 active;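 active = mean replicate score, as percent of positive control, at or above 50; inconclusive = mean below 50 but at least one replicate at or above 50; inactive = mean and every replicate below 50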
* hit, by the source's call; ? = inconclusive; · = no result given. Compounds were not picked by outcome. About 5% of those tested had a hit in this group.

SMILES | HSF-1 act | HSP90 inh | HSF1 inh | AI-2 QS modul | IEC-6 tox | HDAC3 inh | KLF5 inh | aSyn UTR inh | HIF activator | Platelet DG rel
O=C(Nc1ccccc1)c1ccccc1OCc1cccc([N+](=O)[O-])c1 | · | -2.0 | · | 8.9 | 7.6 | 0.9 | 7.8 | 22.6 | -0.1 | 5.3
CCN1C/C(=C/c2cccc([N+](=O)[O-])c2)C(=O)/C(=C/c2cccc([N+](=O)[O-])c2)C1 | · | -0.3 | · | · | -6.7 | -0.3 | 1.1 | · | · | ·
CCOc1cc(/C=N/N=C2/NC(=O)C(CC(=O)O)S2)ccc1OCc1ccccc1Cl (centres undefined) | 7.3 | -0.6 | 3.1 | 15.0 | -3.6 | 1.7 | -36.7 | -0.5 | -0.1 | -0.4
Cc1c(NC(=O)CSc2nnc(COc3ccccc3)n2-c2ccccc2)c(=O)n(-c2ccccc2)n1C | -33.0 | -0.3 | -15.1 | 4.8 | -2.3 | 0.1 | 8.9 | 9.5 | 0.8 | -2.3
O=C(O)c1ccc(Cn2c(SCc3cc(=O)n4cc(Br)ccc4n3)nc3ccsc3c2=O)cc1 | -3.2 | -5.9 | 1.3 | 1.8 | -2.9 | -2.6 | -8.8 | 13.8 | -1.7 | -0.3
CCOC(=O)c1c(C)nc(C)c(C(=O)OCC)c1-c1ccccc1 | 15.2 | -1.4 | 10.1 | · | 4.3 | -3.4 | 4.6 | -3.8 | -0.1 | 2.6
CCC(=O)N1CCN(c2ccccc2NC(=S)NC(=O)c2cccc([N+](=O)[O-])c2)CC1 | -0.4 | -2.2 | -0.9 | 22.6 | -0.7 | 1.5 | -22.0 | 9.7 | -0.5 | -6.8
O=C(CSc1ccc(-c2ccccn2)nn1)N1CCCc2ccccc21 | -1.5 | 4.1 | 0.6 | 3.9 | 0.8 | 0.0 | -2.9 | 3.6 | 2.6 | -6.4
Nc1cc(N)nc(SCc2ccccc2)n1 | 37.8 | 0.4 | 18.0 | 22.1 | -1.7 | 5.5 | -67.7 | -110.3 | 2.6 | -3.5
O=C(CSc1nc2ccccc2s1)N1N=C(c2cccs2)CC1c1ccc(F)cc1 (centres undefined) | 10.2 | -4.5 | -5.2 | 5.0 | 3.1 | -1.0 | -10.1 | 26.7 | 0.8 | 0.5
COC(=O)c1cccc(NC(=O)c2cc3sccc3n2C)c1 | 34.3 | -2.0 | 26.9 | 6.0 | -0.3 | 10.9 | -67.1 | -76.0 | 2.9 | 16.6
Cc1ccc(/C=N/NC(=O)c2ccc(-c3ccccc3)cc2)o1 | -2.8 | 3.4 | -0.5 | 23.7 | 6.5 | 2.0 | -4.8 | 4.5 | 0.7 | -13.7
COc1ccc(C(=O)Oc2ccc3c(C)cc(=O)oc3c2C(C)=O)cc1 | -2.3 | 0.8 | -4.6 | 8.1 | 6.8 | -1.0 | -11.2 | -5.6 | -0.2 | -4.3
O=C1c2ccccc2C(=O)N1CSc1nnc(Nc2ccccc2)s1 | 19.8 | 0.5 | 5.6 | 21.3 | -7.9 | 9.5 | -15.3 | 2.7 | 0.4 | -0.1
CCOC(=O)Cn1c(CN2CCOCC2)nc2c1c(=O)n(C)c(=O)n2C | -1.1 | -3.6 | -2.8 | -9.9 | 3.9 | · | -21.0 | -8.1 | -0.1 | -6.8
CSc1nc2c(c(=O)[nH]1)C(c1cccc(Br)c1)CC(=O)N2 (centres undefined) | 21.1 | 0.1 | 1.4 | 26.0 | 0.2 | 1.2 | -23.1 | -20.1 | -0.1 | -2.3
CC(=O)Nc1ccc2c(c1)N(C(=O)CN(C)C)c1ccccc1CC2 | ? | -0.2 | 7.1 | 10.6 | 0.7 | -2.1 | -39.5 | -40.4 | -0.3 | 6.7
O=C(NCc1cccnc1)c1ccc(S(=O)(=O)N2CCCCCC2)cc1 | -5.1 | -0.7 | -10.8 | 14.2 | -1.2 | -3.5 | -28.5 | 0.9 | 0.0 | -38.7
COc1ccc(/C=C2/SC(=O)N(CCC(=O)Nc3ccc(C)cc3)C2=O)cc1OC | -6.5 | -1.5 | -5.1 | 3.7 | -2.3 | 4.4 | -6.0 | -2.0 | 0.4 | 4.3
C=CCn1cc(C(C)=O)c(=O)[nH]c1=O | 19.1 | 3.8 | -1.6 | -1.8 | -2.2 | -1.1 | -15.5 | 8.6 | 0.0 | 0.7
CN(C(=O)CC1C(=O)NCCN1Cc1ccc(F)c(F)c1)C1CCOCC1 (centres undefined) | -7.8 | -0.4 | -7.9 | 7.1 | -4.8 | -0.3 | -0.3 | 8.6 | 0.1 | -1.7
CS(=O)(=O)N(Cc1ccccc1)c1ccc(C(=O)NCc2cccnc2)cc1 | 8.9 | -0.9 | -1.8 | 33.2 | 2.1 | 1.4 | -3.3 | 5.9 | 1.0 | 1.1
CCN(CC)C(=O)C1CCCN(c2ncnc3c2cnn3-c2cccc(C)c2)C1 (centres undefined) | -40.2 | 4.8 | -33.1 | 12.4 | -0.7 | -1.8 | -4.3 | 4.3 | -0.2 | 1.9
CC(C)CNC(=O)c1ccccc1NC(=O)/C=C/c1cccc([N+](=O)[O-])c1 | -9.7 | 2.0 | -11.3 | 5.7 | 0.4 | -2.8 | -4.0 | 7.9 | -0.5 | 3.7
Cc1nnc(SCC(=O)c2ccccc2F)n1Cc1ccccc1 | 26.9 | -5.8 | 21.6 | 8.2 | -4.0 | 2.5 | -28.1 | -11.5 | 0.4 | -1.9
New compounds follow
SMILES | HSF-1 act | HSP90 inh | HSF1 inh | AI-2 QS modul | IEC-6 tox | HDAC3 inh | KLF5 inh | aSyn UTR inh | HIF activator | Platelet DG rel
COc1ccc(/C=N\NC(=O)C2C(=O)NCC2c2ccccc2)cc1O (centres undefined) | 4.3 | 2.1 | -1.6 | 27.9 | 5.3 | 0.4 | 19.1 | -0.1 | -0.3 | -6.7
CC(=O)c1ccc(OCCCC(=O)N2CCN(S(=O)(=O)c3cccs3)CC2)cc1 | 0.4 | -1.5 | 0.2 | 41.7 | -3.8 | -1.6 | -21.6 | -10.6 | -0.2 | 0.3
CCN1C(=O)C(CC(=O)Nc2ccc(OC)cc2)N(Cc2cccs2)C1=S (centres undefined) | 6.2 | -0.6 | -5.1 | 8.4 | 6.2 | 7.8 | -11.4 | 4.8 | -0.2 | 3.1
O=[N+]([O-])c1ccccc1S(=O)(=O)N(CC(O)CN1CCCCC1)c1ccccc1 (centres undefined) | -31.0 | 0.0 | -5.6 | 3.2 | 2.2 | -2.9 | 6.3 | -14.6 | -0.3 | 11.9
Cc1nc(-c2ccc(S(=O)(=O)Nc3cccc(Cl)c3)cc2)co1 | 2.2 | -5.7 | -4.9 | 23.2 | 3.2 | -0.2 | -37.5 | -6.6 | -0.3 | 0.6
CC1CCc2[nH]c3ccc(C(=O)O)cc3c2C1 (centres undefined) | 5.2 | -1.6 | -1.1 | 26.5 | -2.1 | 1.1 | -0.1 | 2.0 | -34.4 | -14.3
Cc1c(C)c2ccc(OC(C)C(=O)NCCN3CCOCC3)c(C)c2oc1=O (centres undefined) | 10.4 | -4.9 | -4.3 | 21.9 | 2.0 | -23.5 | -23.6 | 11.6 | -0.4 | 3.9
COc1ccccc1/C=C/C(=O)OCC(=O)NCc1ccco1 | -3.1 | -5.5 | -9.5 | -2.6 | -3.0 | -2.9 | -9.8 | -22.3 | 0.3 | 8.2
c1ccc2nc3c(nc2c1)CCCC3 | -15.8 | -2.6 | -2.5 | 3.5 | -5.0 | -2.9 | -26.5 | 1.8 | 0.3 | -1.8
O=C1C=CC(=O)N1c1cccc(-c2ccccc2)c1 | 47.5 | 4.6 | 41.4 | -212.3* | -4.2 | -1.4 | 13.7 | 6.3 | 0.1 | 0.8
Cc1cccc(NC(=O)CSc2cc(C(=O)c3nccn3C)c3ccccc3n2)c1 | 8.2 | 4.0 | -9.5 | 9.3 | 4.0 | -6.4 | 24.1 | 25.6 | -1.0 | 15.6
Cc1ccccc1-n1c(Cn2c(=O)sc3ccccc32)nnc1SCC(=O)NCC1CCCO1 (centres undefined) | · | -0.9 | · | · | 0.2 | -7.2 | -38.2 | · | · | ·
NC1=NC[C@H](Cc2ccccc2)N1CC1CCCCC1 | -13.4 | · | -4.4 | 11.4 | · | 0.6 | · | 2.1 | -0.7 | 0.6
COc1cccc(CN2CC(C(=O)N3CCN(c4ccc(Cl)cc4)CC3)CCC2=O)c1 (centres undefined) | -8.4 | -1.8 | -2.6 | 9.9 | 4.4 | 0.6 | -7.6 | 17.5 | -0.1 | 4.9
CC(C)CN1CC(C(=O)O)CC1=O (centres undefined) | -5.4 | -4.5 | -11.8 | 3.6 | -1.2 | 2.7 | 11.4 | -15.1 | -0.5 | 3.0
CNC(=O)c1nc(C)n(-c2cc(Cl)cc(Cl)c2)n1 | 22.1 | -1.4 | -2.3 | 10.1 | 2.8 | 1.5 | -52.6 | -14.7 | 0.3 | 4.4
O=C(O)CCCC(=O)N1CCN(c2nc(-c3ccccc3Cl)c3cc(Br)ccc3n2)CC1 | -7.1 | 2.3 | 2.1 | -2.1 | 0.5 | 6.3 | -13.9 | 3.2 | -0.6 | 1.1
COc1cc(/C=N/Nc2nncc3ccccc23)cc(OC)c1OC | -7.6 | 2.3 | 2.4 | 23.7 | 6.9 | -8.9 | -125.7 | -108.2 | 5.7 | 10.7
CCC(C)(C(=O)NC1CCCC1)N(Cc1ccco1)C(=O)c1ccccn1 (centres undefined) | 25.7 | 1.4 | 2.2 | -2.0 | 3.3 | 0.7 | -24.4 | 14.0 | -0.2 | -7.6
Cc1cc(=O)oc2cc(OCC(=O)N3CC[C@@]4(O)CCCC[C@H]4C3)ccc12 | 1.2 | -2.7 | 1.4 | 9.4 | -0.6 | -8.0 | -8.5 | 34.1 | -0.4 | -2.6
CCOC(=O)/C(C#N)=C/c1ccc(OCC(=O)Nc2ccccc2)c(OC)c1 | 0.3 | 7.7 | 3.2 | 6.6 | 2.4 | -2.9 | -38.3 | -118.9 | -0.8 | -0.8
C/C(=N/NC(=O)CNS(=O)(=O)c1ccccc1)c1ccc(Br)cc1 | -5.6 | -5.5 | -5.2 | 25.6 | 4.3 | -0.5 | -52.6 | -9.8 | 1.2 | -8.3
Cc1ccc(O)c(NC(=O)c2noc3c2CCc2ccccc2-3)c1 | 11.6 | -0.4 | 5.0 | 15.2 | -6.9 | -2.0 | -33.3 | -122.1 | 1.3 | 13.3
COCCCNC(=O)c1cccs1 | -1.6 | 1.6 | -7.6 | 14.0 | -0.5 | 2.6 | -6.7 | -23.9 | -1.4 | 1.5
Oc1ccc(Nc2nc(NCC3CCCO3)c3ccccc3n2)cc1 (centres undefined) | 13.4 | -3.7 | 6.7 | 7.2 | 5.4 | · | -8.9 | -31.0 | 0.2 | 6.2
Cc1nc2ccccn2c1C(=O)NNS(=O)(=O)c1ccc(Cl)cc1 | -4.0 | 2.2 | 6.0 | 38.8 | 2.7 | -11.5 | -19.4 | -6.2 | 0.4 | -3.2
N#CC1(NC(=O)CSc2nc3ccc([N+](=O)[O-])cc3s2)CCCCC1 | -5.3 | · | -6.0 | 13.2 | · | -0.1 | · | -10.7 | -1.7 | -0.5

Source: PubChem BioAssay (several laboratories)
